Compound activity (PubChem)
Dynein transport – blocks dynein driven cargo transport along microtubules. 3617.4 mouse cells, GR-EGFP nuclear translocation imaging; test concentration mostly 20 µM; stimulated with dexamethasone, 1 µM; active compounds read low. z-score, hits read low. actives 0.47% (n = 220,000);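 active = plate z-score of nuclear minus cytoplasmic receptor signal below a set negative limit, without overly bright fluorescence or cell loss, cut at about -3.5 in these data, passing the limit was not always enough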;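 note: z-score of nuclear minus cytoplasmic ring GR-EGFP intensity difference per well; some compounds called inactive have numbers as strong as hits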
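Buffer or medium: Induction medium lacking tetracycline, stripped serum | Also added: Dexamethasone agonist, 1.0 µM final, for 30 min | Timing: 48 h induction, 1 h compound, 30 min dex at 37 °C | Detection: Formaldehyde fixation, Hoechst nuclear stain, 10x automated fluorescence imaging | Measure: Nuclear versus cytoplasmic GR-EGFP signal, averaged per well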
KOR beta-arrestin-1 – KOR agonists, beta-arrestin recruitment, primary screen, cell-based, luminescence, uHTS (AID 1777); KOR beta-arrestin recruitment, luminescence; higher % means a stronger effect; actives 0.02% (n = 280,000); activation, % at 10 µM; hits with a dose series show EC50 in µM; in the data active = activation above about 50%, passing the limit was not always enough; note: a part of the inactive calls stands beside numbers as strong as those of hits
NOD1 NF-kB reporter – inhibition of NOD1-driven NF-kB reporter – cell-based, luminescence, uHTS, primary screen (AID 1578). one-dose inhibition, % at 4 µM; EC50 in µM for titrated hits. actives 1% (n = 290,000). NOD1-driven NF-kB luciferase reporter cells, luminescence; higher % means a stronger effect; in the data active = inhibition mostly above about 36%, no sharp cut-off; inactive = mostly below about 34%;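 note: HEK-293T reporter cells stimulated with the NOD1 agonist gamma-tri-DAP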
GPR55 activation – selective activators of receptor GPR55 – imaging, U2OS cells, beta-arrestin-GFP redistribution, primary screen (AID 1961); U2OS GPR55 beta-arrestin-GFP redistribution imaging; higher % means a stronger effect; one-dose activation, % at 10 µM; EC50 in µM for titrated hits; actives 0.048% (n = 290,000);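 active = activation above 40% with more than 50 cells counted in the well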;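 note: U2OS osteosarcoma cells stably expressing GPR55 and beta-arrestin-GFP; plate controls were DMSO negative control for no effect and LPI positive control for full effect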
M1AAP inhibition – malaria alanyl aminopeptidase activity blockers – biochemical, fluorogenic H-Leu-NHMec substrate, 1536-well (AID 1445); inhibition, % at 30 µM; hits with a dose series show IC50 in µM; recombinant M1AAP, H-Leu-NHMec fluorogenic kinetic assay; higher % means a stronger effect; actives 0.42% (n = 220,000);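 active = primary inhibition above the hit cutoff, then over 50% inhibition at one or more dose response concentrations, cut at about 23% in these data, passing the limit was not always enough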;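 note: plate controls were DMSO full reaction for no effect and no enzyme background for full effect; strong numbers were not always called active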
KOR beta-arrestin-2 – kappa opioid receptor blockers – cell-based, luminescence, uHTS (AID 1778); KOR beta-arrestin recruitment, luminescence, antagonist mode; higher % means a stronger effect; one-dose inhibition, % at 10 µM; IC50 in µM for titrated hits; actives 0.091% (n = 290,000); note: strong numbers were not always called active
AID2073 – inhibitors of Mint1-CaV2.2 protein interaction, biochemical, HTRF (AID 2073). HTRF protein-protein interaction, Mint1-CaV2.2; higher % means a stronger effect. actives 0.19% (n = 290,000). inhibition, % at 20 µM, or IC50 in µM where a hit was titrated; in the data active = inhibition mostly above about 51%, no sharp cut-off; note: some results filed as inactive read as strong as hits
P. falciparum M17LAP – P. falciparum M17LAP inhibitors, primary screen, biochemical, fluorogenic H-Leu-NHMec substrate, 1536-well (AID 1619); actives 0.38% (n = 220,000); recombinant M17LAP, H-Leu-NHMec fluorogenic kinetic assay; higher % means a stronger effect; one-dose inhibition, % at 30 µM; IC50 in µM for titrated hits;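 active = compound inhibiting the enzyme by more than half at any dose during confirmatory dose-response retesting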;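 note: plate controls were full reaction with DMSO carrier for no effect and no enzyme background for full effect; strong numbers were not always called active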
NOD2 inhibition – inhibition of NOD2-driven NF-kB reporter – cell-based, luminescence, uHTS, HEK293 (AID 1566); HEK293 NOD2/NF-kB luciferase reporter, luminescence; higher % means a stronger effect; actives 0.63% (n = 290,000); inhibition, % at 4 µM; hits with a dose series show EC50 in µM; note: many of its hits are not listed in these tables
Dynein transport cytoplasmic EGFP – also measured in Dynein transport; calls as there; z-score; measured here: cytoplasmic GR-EGFP intensity; active compounds read high
Dynein transport nuclear GR-EGFP – recorded beside Dynein transport, whose call it bears; z-score; measured here: nuclear GR-EGFP intensity;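 lower value marks the stronger effect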
Dynein transport cell count – also measured in Dynein transport; calls as there; z-score; measured here: cell count per field
The depositor's hits bear a star; / = no result given; [ ] = another dose, or the depositor's remark. Cut-off read from the data, not from the text of the source, unless noted: active = inhibition above about 50%; inactive = the rest. This is a subset; rates above refer to the full screens.

structure	Dynein transport	Dynein transport cytoplasmic EGFP	Dynein transport nuclear GR-EGFP	Dynein transport cell count	KOR beta-arrestin-1	NOD1 NF-kB reporter	GPR55 activation	M1AAP inhibition	KOR beta-arrestin-2	AID2073	P. falciparum M17LAP	NOD2 inhibition
Cc1ccc(S(=O)(=O)Oc2ccc(/C=C(/NC(=O)c3ccccc3)C(=O)NC(C)C(=O)O)cc2)cc1 (centres undefined)	-0.71	-0.324	-0.388	1.13	1.1%	-21.2%	0.0%	16.5%	-11.7%	13.0%	9.8%	7.8%
Cc1ccc2cc(CCNS(=O)(=O)c3ccc(F)cc3)c(=O)[nH]c2c1	-0.422	-0.191	-0.118	-0.001	0.5%	-7.5%	-0.1%	-1.4%	11.8%	1.1%	17.0%	-8.2%
CCN1CCC(NC(=O)Nc2cccc(C(F)(F)F)c2)CC1	1.23	1.06	1.11	-1.84	-3.9%	-25.6%	-0.1%	-1.7%	-14.4%	0.6%	-1.2%	22.0%
O=C(c1c[nH]c(C(=O)C(Cl)(Cl)Cl)c1)c1ccc(F)cc1F	/	/	/	/	-1.0%	4.2%	0.4%	/	-19.1%	10.8%	/	7.3%
CN(Cc1c(C(=O)N/N=C/c2ccccc2F)nnn1-c1nonc1N)c1ccccc1	/	/	/	/	-0.3%	-32.9%	0.2%	/	14.4%	-4.0%	/	1.9%
CC(C)CCn1nnnc1C(c1ccccc1)N1CCN(C)CC1 (centres undefined)	-0.333	-0.211	0.0349	0.849	-3.0%	0.8%	0.2%	-3.0%	-35.9%	35.5%	-2.9%	27.3%
COc1cccc(Nc2ccc(Nc3cccc(OC)c3)nn2)c1	1.89	-0.0626	1.2	-0.75	0.1%	-21.1%	-0.1%	-1.7%	-32.3%	-3.8%	-1.1%	0.2%
CCc1cc(C(=O)Nc2cc(S(=O)(=O)N(C)C)ccc2C)sc1C	1.16	-0.315	0.782	-0.445	-1.5%	-2.9%	0.3%	10.9%	11.3%	-2.3%	7.7%	24.1%
COc1ccc(Nc2ncnc3ccccc23)c(OC)c1	-0.883	-0.125	-0.602	0.722	-4.4%	36.8%	0.1%	0.2%	1.8%	12.6%	15.5%	-138.8%
N#CCCn1cc(C(=O)N2CCCCC2)c(-c2ccc([N+](=O)[O-])cc2)n1	-0.173	-0.185	0.588	-0.375	-0.7%	-17.9%	-0.1%	6.9%	1.5%[20 µM]	5.9%	5.4%	14.6%
Cc1ccc(NC(=O)COC(=O)COc2cccc3c2OC(C)(C)C3)cc1C	/	/	/	/	3.3%	-11.5%	-0.2%	/	-29.4%	5.1%	/	-5.5%
c1ccc(CCc2nc3ccccc3[nH]2)cc1	-0.627	-0.32	-0.485	0.944	-4.8%	-61.4%	0.3%	3.9%	-11.2%	36.1%	12.1%	-61.9%

Part of the list above in order of heavy-atom count, descending.
structure	Dynein transport	Dynein transport cytoplasmic EGFP	Dynein transport nuclear GR-EGFP	Dynein transport cell count	KOR beta-arrestin-1	NOD1 NF-kB reporter	GPR55 activation	M1AAP inhibition	KOR beta-arrestin-2	AID2073	P. falciparum M17LAP	NOD2 inhibition
N#CCCn1cc(C(=O)N2CCCCC2)c(-c2ccc([N+](=O)[O-])cc2)n1	-0.173	-0.185	0.588	-0.375	-0.7%	-17.9%	-0.1%	6.9%	1.5%[20 µM]	5.9%	5.4%	14.6%
CCc1cc(C(=O)Nc2cc(S(=O)(=O)N(C)C)ccc2C)sc1C	1.16	-0.315	0.782	-0.445	-1.5%	-2.9%	0.3%	10.9%	11.3%	-2.3%	7.7%	24.1%
COc1ccc(Nc2ncnc3ccccc23)c(OC)c1	-0.883	-0.125	-0.602	0.722	-4.4%	36.8%	0.1%	0.2%	1.8%	12.6%	15.5%	-138.8%

More results follow.
structure	Dynein transport	Dynein transport cytoplasmic EGFP	Dynein transport nuclear GR-EGFP	Dynein transport cell count	KOR beta-arrestin-1	NOD1 NF-kB reporter	GPR55 activation	M1AAP inhibition	KOR beta-arrestin-2	AID2073	P. falciparum M17LAP	NOD2 inhibition
COc1ccc(-c2cn3ccccc3n2)cc1[N+](=O)[O-]	-0.175	-0.208	-0.0953	0.62	-5.3%	-45.7%	2.0%	3.4%	3.2%	8.3%	10.1%	-60.8%
Cc1ccc(-n2[nH]c(C)c(C=Nc3ccc(S(=O)(=O)Nc4nc(C)cc(C)n4)cc3)c2=O)c(C)c1	-0.353	0.145	0.303	-0.829	-2.7%	-34.3%	-0.4%	3.0%	-17.4%	9.3%	31.2%	3.2%
N#CCCN(C(=O)COC(=O)C1CCN(S(=O)(=O)c2cccs2)CC1)c1ccccc1	1.24	-0.258	0.752	-0.521	6.5%	-32.0%	-1.2%	-2.0%	11.8%	-4.8%	-5.3%	12.4%
COc1ccc2[nH]c3c(=O)n(CCCCC(=O)N4CCCC4)c(=S)[nH]c3c2c1	1.1	-0.177	0.625	-0.862	-2.0%	-8.3%	0.0%	0.3%	13.6%	6.4%	-2.2%	5.8%
COc1ccc(NC(=O)COC(=O)CCNS(=O)(=O)c2ccccc2)cc1OC	-0.131	-0.311	0.374	-0.0192	-1.4%	-18.6%	0.0%	-0.2%	0.6%	-1.4%	2.3%	9.0%
CC(=O)NCCc1nc2cc(NC(=O)c3ccccc3C)ccc2n1C	/	/	/	/	-2.0%	-8.0%	-0.2%	/	15.4%	7.4%	/	-0.8%
Cc1cccc(OCCCC(=O)Nc2nccs2)c1	-0.483	-0.463	-0.417	1.02	5.9%	-13.9%	0.2%	/	-24.2%	1.7%	/	-2.3%
COc1cc(CN2CC(=O)N(c3ccc(C)cc3)C2=S)cc(OC)c1OC	0.127	-0.242	0.323	-0.442	-4.0%	-14.3%	0.2%	2.0%	21.0%	-4.5%	-1.2%	5.4%
COc1ccc(CCN2CC(C(=O)NC3CCOCC3)CCC2=O)cc1 (centres undefined)	/	/	/	/	-3.9%	-10.2%	-0.1%	/	-19.2%	-5.1%	/	14.0%
CC(C)c1ccc(CNc2ncc(Br)cn2)cc1	/	/	/	/	0.0%	-9.5%	0.4%	/	29.0%	5.0%	/	-15.2%
Cc1ccc(NC(=O)c2ccncc2)cc1S(=O)(=O)N(C)C	-0.0295	-0.273	-0.241	0.0889	-1.0%	0.4%	-0.1%	2.2%	10.4%	6.0%	4.6%	8.7%
O=c1[nH]c(CN2CCN(c3ccccc3Cl)CC2)nc2ccsc12	-0.589	-0.227	-0.05	0.698	-0.7%	-33.2%	0.0%	6.4%	-10.8%	-9.3%	6.3%	11.6%
CC1CCCC(NC(=O)CCC(=O)c2ccc(F)cc2)C1C (centres undefined)	0.311	-0.212	0.177	0.623	3.0%	3.1%	-0.1%	1.2%	/	7.3%	-0.8%	1.5%
O=C(/C=C/c1cccs1)c1cc(Br)ccc1OC(=O)N1CCOCC1	-4.91*	0.993*	-1.88*	0.918*	-2.4%	-11.8%	-0.2%	7.8%	-29.3%	-4.9%	5.3%	7.0%
NS(=O)(=O)c1ccc(NC(=O)CN2CCc3ccccc3C2)cc1	/	/	/	/	-5.0%	-9.1%	-0.2%	/	-3.8%	12.1%	/	-6.6%
Cn1c(CN2CCCC2)c(C#N)c2ccccc21	-0.672	-0.35	-0.596	1.25	-2.9%	-28.8%	-0.1%	4.7%	15.3%[20 µM]	-6.2%	6.1%	1.0%
CC(Oc1ccc2c3c(c(=O)oc2c1)CCCC3)C(=O)NCCN1CCOCC1 (centres undefined)	/	/	/	/	-5.1%	-10.7%	-0.2%	/	-12.9%	16.0%	/	29.4%
Cc1ccc(C(=O)O/N=C(\N)c2ccccn2)cc1	/	/	/	/	-4.0%	11.3%	-0.2%	/	-16.1%	10.3%	/	-94.8%
Cc1ccn2cc(-c3cccc(S(=O)(=O)N4CCCC4)c3)nc2c1	/	/	/	/	-5.2%	-19.6%	-0.1%	/	22.3%	15.4%	/	-4.3%
CCc1ccc(OCC(=O)N(C)C2CCS(=O)(=O)C2)cc1 (centres undefined)	0.424	-0.186	0.383	-0.292	0.2%	12.5%	-0.1%	2.3%	-22.3%	2.7%	7.5%	4.2%
CC1CCCCN1S(=O)(=O)c1ccc(C(=O)Nc2sccc2C(N)=O)cc1 (centres undefined)	-0.25	-0.202	-0.032	-0.138	6.7%	32.9%	-0.3%	3.0%	-40.4%	1.1%	-2.9%	-29.4%
CCCOc1ccccc1C(=O)N(Cc1ccc(C)o1)C1CCS(=O)(=O)C1 (centres undefined)	/	/	/	/	0.0%	-34.0%	-0.2%	/	-3.3%	-4.9%	/	-1.1%
CCCCn1c(-c2ccncc2)nc2c1c(=O)[nH]c(=O)n2CC(C)C	-0.662	-0.228	-1.02	0.539	-0.6%	2.3%	0.0%	-2.9%	18.3%	-2.2%	5.9%	8.2%
CC(=O)[C@@H]1[C@@H](C(=O)c2ccc(C)cc2)[C@]2(C(=O)Nc3ccccc32)[C@H]2C=Cc3cc(F)ccc3N12	-0.471	-0.0193	-0.472	1.63	-0.1%	-20.4%	-0.3%	5.3%	30.9%	20.4%	2.6%	3.6%
Cc1cc(S(=O)(=O)N2CCN(c3ccccn3)CC2)ccc1F	/	/	/	/	-3.6%	-6.1%	-0.1%	/	-12.9%[20 µM]	0.3%	/	6.0%
N=C1S/C(=C\c2ccccc2F)C(=O)N1c1ccc(F)cc1	-0.851	-0.239	-0.171	1.4	1.3%	-33.8%	0.3%	-2.1%	12.7%	29.2%	1.4%	8.0%
C=CCn1cc(/C=N\NC(=O)c2cc3c(ccc4ccccc43)o2)c2ccccc21	-0.265	0.356	0.468	0.0891	-0.6%	46.2%	0.2%	3.6%	-42.4%	53.2%	10.4%	-13.3%
COc1ccc(NC(=O)CCOc2ccccc2)c(OC)c1	0.139	-0.258	0.14	-0.327	3.3%	-29.2%	-0.1%	6.0%	-24.2%	14.5%	-3.2%	-12.0%
O=C(CSC1=Nc2ccccc2C2=NC(CC(=O)N3CCN(c4ccccc4)CC3)C(=O)N12)NCC1CCCO1 (centres undefined)	0.187	-0.0927	0.801	-1.09	-3.4%	-14.9%	-0.2%	1.8%	19.9%	2.8%	1.6%	10.9%
CN(C)C(CNC(=O)/C=C/c1cccc(Cl)c1)c1ccccc1 (centres undefined)	-0.26	-0.265	0.246	-0.296	2.8%	-22.7%	0.1%	9.5%	-1.9%	-8.3%	-5.9%	0.2%
CCOc1ccc(OCC)c(NC(=O)C2CCN(S(=O)(=O)c3cccnc3)CC2)c1	-0.711	-0.422	-0.148	1.04	-6.4%	12.5%	0.3%	4.1%	18.9%	-5.5%	-1.9%	-2.7%
